Source: PubChem (National Center for Advancing Translational Sciences (NCATS))
A549 viability: A549 cytotoxicity, counter-screen for Nrf2 inhibitors; A549 ARE-Fluc cells, CellTiter-Fluor viability, 18-24 h; Potency, µM (titrated, usually from 46 µM), for inactives: at the highest dose activity change, negative = cytotoxicity, actives largely listed as inhibitors; 390,000 compounds, 0.16% hits; further: potency means the concentration at half of the fitted maximal effect; on the % scale 0 is the no-effect control and ±100 the full control effect
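A549 ARE-Fluc cells in 5% FBS OPTI-MEM, 5000 cells/well, rested 2 h then exposed to compounds in concentration-response for 18-24 h at 37 °C. Viability by CellTiter-Fluor fluorescence (Ex 405/Em 525) after 30 min; luciferase luminescence (BugLite, 15 min, RT) read afterwards.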
TGFb SMAD3 inh: blocks TGF-b signaling | Potency, µM (highest dose often 46.1 µM), without a hit: at the top dose activity, negative = inhibition, actives largely listed as inhibitors | HepG2 CAGA-GFP TGF-b/SMAD3 reporter, GFP fluorescence, 18 h; TGF-beta stimulated, 500 pg/mL final | 410,000 compounds, 1.2% hits | AID 588855; further: potency means the concentration at half of the fitted maximal effect; on the % scale 0 is the no-effect control and ±100 the full control effect; nearly all actives have a fitted effect of over 65% in size
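Using HEPG2 CAGA-GFP reporter cells at 1000 cells/well, we pinned test compounds, stimulated with recombinant TGF-beta (500 pg/mL final) and measured total well GFP after 18 h.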
HepG2 viability: kills HepG2 cells in TGF-b inhibitor counter-screen. 410,000 compounds, 0.76% hits. Potency, µM (titrated, usually from 46.1 µM), for inactives: top-dose activity change, negative = cytotoxicity, hits mostly cytotoxic. HepG2 CAGA-GFP viability, ATP luminescence, 18 h; further: potency means the concentration at half of the fitted maximal effect; some results filed as inactive show a strong effect at the top dose
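CellTiter-Glo luminescence gave cytotoxicity after 18 hours at 37 degrees C. The cells were HepG2 CAGA-GFP in 1% FBS DMEM, stimulated with 500 pg/mL TGF-beta after compound addition. %Activity was normalised to no-cell wells (complete cell-killing) and DMSO (no toxicity), and curves were fitted and classified.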
Nrf2 block: Nrf2 pathway inhibition | A549 ARE-Fluc reporter, luciferase luminescence, 18-24 h | Potency, µM (top dose mostly 46 µM), inactives show at the highest dose activity change, negative = inhibition, usual class: inhibitors | 360,000 compounds, 2.1% hits; further: potency means the concentration at half of the fitted maximal effect; on the % scale 0 is the no-effect control and ±100 the full control effect; nearly all actives have a fitted effect of over 60% in size
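Nrf2 function is reported as luminescence of an ARE-controlled luciferase in A549 cells. Compounds were tested at several concentrations, and a CellTiter-Fluor read on the same wells flagged cytotoxicity.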
Mm-Cpn inhibitor: M. maripaludis TRiC chaperonin inhibition. purified Mm-Cpn ATPase, ADP Transcreener TR-FRET. Potency, µM (titrated, usually from 76.9 µM), inactives show top-dose activity, negative = inhibition, actives largely listed as inhibitors. 330,000 compounds, 0.031% hits. AID 504842; further: potency means the concentration at half of the fitted maximal effect; on the % scale 0 is the no-effect control and ±100 the full control effect; nearly all actives have a fitted effect of over 80% in size
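Eu-cryptate anti-ADP/ADP-d2 competition gives a ratio inversely related to ADP. Enzyme at 25 nM was pre-exposed to compound for 10 min, then given 10 uM ATP for 30 min, 37°C throughout.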
Nrf2 ARE act: Nrf2 pathway activation; AREc32 ARE-luciferase reporter (MCF7-derived line), luminescence, 24 h; Potency, µM (highest dose often 46.1 µM), for inactives: top-dose activation, hits mostly activators; 410,000 compounds, 0.31% hits; further: potency means the concentration at half of the fitted maximal effect; % of control where 0% means no effect; nearly all actives have a fitted effect of over 65% in size
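ARE activation measured as luciferase luminescence (Steady-Glo, 30 min RT) in AREc32_Fluc cells after 24 hr compound exposure at 37 deg C, 5% CO2; cells seeded overnight at 1000/well in OPTI-MEM, 5% FBS.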
CCT modulator: changes cytosolic chaperonin activity. activity change, % (test concentration not listed), hits read low. AID 651819. 360,000 compounds, 0.3% hits. purified chaperonin ATPase assay, HTRF ADP detection, 30 min; in the data active means activity change below about -30%; further: on the % scale 0 is the no-effect control and ±100 the full control effect
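ATPase activity: ADP formed was measured by HTRF Transcreener (665/615 nm ratio) after 30 min at 37 deg C with 10 uM ATP. Compounds screened at one 76 uM concentration against 40 or 20 nM TRiC in Tris pH 7.4/KCl/MgCl2/DTT buffer.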
pAkt inh: Akt phosphorylation inhibition | Neuro2A IGF-stimulated pAkt S473 HTRF, 20 min; stronger effect = lower value | activity change, % for hits at 50 µM | 360,000 compounds, 0.32% hits; in the data active means activity change below about -80%; inconclusive means mostly about -51% to -80%; further: on the % scale 0 is the no-effect control and ±100 the full control effect
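Single-point screen (50 µM final compound) in Neuro2A cells stimulated 20 min with 6 nM IGF at 37 deg C. After lysis, Ser473-phosphorylated Akt read by HTRF (ex 330 nm, em 615/665 nm) as the 665/615 ratio.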
Abeta rescue: A-beta toxicity reversal in yeast | Potency, µM (series often up to 46.1 µM), for the others: top-dose growth rescue, actives largely listed as activators | 410,000 compounds, 0.063% hits | yeast expressing A-beta42, growth rescue, OD600, 48 h; response scale: 0% DMSO, 100% iron-clioquinol control; further: potency means the concentration at half of the fitted maximal effect; nearly all actives have a fitted effect of over 55% in size
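Yeast A-beta toxicity model in growth medium with pinned compounds, 48 h at 30 C; growth read as absorbance at 600 nm. Normalized to FeCl3/clioquinol equimolar mix (positive) and DMSO (negative).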
Starred values were filed as active, the others as inactive; i = inactive; ? = inconclusive; . = no result given; [ ] = remark or other dose. Unless noted, the call rests on the fitted dose curve; in most records, active means well fitted curve in the direction sought with a large enough effect; inconclusive means small, poorly fitted or top-dose-only effect, or another doubt; inactive means no such curve, though single readings can be large; an effect the other way counts as inactive or inconclusive.

No.	molecule	A549 viability	TGFb SMAD3 inh	HepG2 viability	Nrf2 block	Mm-Cpn inhibitor
1	O=S(=O)(NCc1ccco1)c1ccc2c(c1)Cc1ccccc1-2	8%	10%	73%	11%	-2%
2	CCC(=O)N=c1sc2cc(F)cc(F)c2n1C	4%	-11%	-10%	26%	.
3	CCc1ccc(OCC(=O)O/N=C(\N)c2ccccn2)cc1	0%	-2%	-23%	18%	1%
4	CC(=O)c1cccc(NC(=O)NCc2ccc3c(c2)OCO3)c1	-1%	0%	1%	1%	-3%
5	CC(C)c1csc(CN2CCN(CCc3ccccc3)C(CCO)C2)n1 (centres undefined)	1%	?	-7%	3%	-2%
6	CC(NCC(O)COc1ccc(S(=O)(=O)N2CCOCC2)cc1)c1ccccc1 (centres undefined)	0%	10%	4%	7%	-5%
7	Cc1ccnc(NC(=O)c2cccc(S(=O)(=O)Nc3ccc(C)cc3C)c2)c1	1%	-7%	-8%	?	-2%
8	O=C1C=C(c2ccc3cc[nH]c3c2)C[C@@H](c2ccc3c(c2)OCO3)C1	-3%	?	-8%	0%	-6%

No.	Nrf2 ARE act	CCT modulator	pAkt inh	Abeta rescue
1	7.6%	-2.8	i	10%
2	1.6%	-2.6	i	-12%
3	3.6%	0.4	i	3%
4	0.2%	1.8	i	4%
5	-0.8%	-1.7	i	8%
6	-0.2%	0.8	i	-36%[inhibitor]
7	2.9%	-0.2	i	1%
8	-1.5%	-2.7	i	-9%

Continuation.
No.	molecule	A549 viability	TGFb SMAD3 inh	HepG2 viability	Nrf2 block	Mm-Cpn inhibitor
9	CCOC(=O)c1cc(-c2ccccc2)sc1NC(=O)CCN1C(=O)c2ccccc2C1=O	-2%	-7%	7%	?	1%
10	CCN(C(=O)C1CCC(CNS(=O)(=O)c2cccc3nsnc23)CC1)c1cccc(C)c1 (centres undefined)	-15%	?	-10%	?	.
11	NC1(CO)COC(c2ccccc2)OC1 (centres undefined)	.	3%	2%	.	.
12	Cc1cccc(NC(=O)Cn2c(=O)n3nc(CCn4nc(C)cc4C)nc3c3ccccc32)c1	7%	12%	-14%	.	1%
13	CCN(CC)CCN(Cc1cc2ccc(C)cc2[nH]c1=O)C(=O)NC1CCCCC1	4%	-11%	-25%	?	2%
14	Cn1ncc([N+](=O)[O-])c1C(=O)Nc1cccc2ccccc12	2%	-1%	-24%	-6%	2%
15	Cc1ccc(OCC(=O)NC2CCCC(C)C2C)c([N+](=O)[O-])n1 (centres undefined)	-3%	-19%	-23%	8%	2%
16	Cc1ccnc(NS(=O)(=O)c2cnc(Cl)c(Br)c2)c1	2%	4%	-28%	-14%	1%

No.	Nrf2 ARE act	CCT modulator	pAkt inh	Abeta rescue
9	-0.5%	-3.3	i	10%
10	0.9%	.	.	-16%
11	-0.8%	-0.1	i	6%
12	-1.8%	-2.9	i	12%
13	2.6%	-2.4	i	-9%
14	?	-1.3	i	-1%
15	3.7%	-0.5	i	-8%
16	-0.7%	0.8	i	6%

The closing 7 records of the part above lead into the next.
No.	molecule	A549 viability	TGFb SMAD3 inh	HepG2 viability	Nrf2 block	Mm-Cpn inhibitor
10	CCN(C(=O)C1CCC(CNS(=O)(=O)c2cccc3nsnc23)CC1)c1cccc(C)c1 (centres undefined)	-15%	?	-10%	?	.
11	NC1(CO)COC(c2ccccc2)OC1 (centres undefined)	.	3%	2%	.	.
12	Cc1cccc(NC(=O)Cn2c(=O)n3nc(CCn4nc(C)cc4C)nc3c3ccccc32)c1	7%	12%	-14%	.	1%
13	CCN(CC)CCN(Cc1cc2ccc(C)cc2[nH]c1=O)C(=O)NC1CCCCC1	4%	-11%	-25%	?	2%
14	Cn1ncc([N+](=O)[O-])c1C(=O)Nc1cccc2ccccc12	2%	-1%	-24%	-6%	2%
15	Cc1ccc(OCC(=O)NC2CCCC(C)C2C)c([N+](=O)[O-])n1 (centres undefined)	-3%	-19%	-23%	8%	2%
16	Cc1ccnc(NS(=O)(=O)c2cnc(Cl)c(Br)c2)c1	2%	4%	-28%	-14%	1%
17	COc1ccc(N2CC(NC(=O)c3ccc(S(=O)(=O)N4CCCCC4)cc3)CC2=O)cc1 (centres undefined)	8%	-8%	-2%	.	.
18	COc1cc(S(=O)(=O)N2CCN(C)CC2)c(OC)cc1Cl	-1%	7%	-14%	16%	0%
19	Cc1ccc(C)c(CC(=O)N2CCCC(c3cc(C(=O)Nc4ccc5c(c4)OCO5)no3)C2)c1 (centres undefined)	.	-16%	-8%	.	.
20	O=C(COC(=O)c1ccc(Cl)nc1)Nc1ccc2c(c1)OCCO2	0%	5%	-3%	13%	0%
21	CC(Oc1ccc(Cl)cc1Cl)C(=O)NCc1ccncc1 (centres undefined)	8%	1%	-6%	-4%	2%
22	Cc1ccc(-c2nnnn2-c2ccccc2C(=O)O)cc1	-4%	-1%	26%	11%	.
23	C(#Cc1ccccc1)CN1CCCCC1	0%	-3%	8%	14%	-1%
24	C=CCSc1nc2c(N)ncnc2n1C1OC(CO)C(O)C1O (centres undefined)	.	2%	1%	.	.

No.	Nrf2 ARE act	CCT modulator	pAkt inh	Abeta rescue
10	0.9%	.	.	-16%
11	-0.8%	-0.1	i	6%
12	-1.8%	-2.9	i	12%
13	2.6%	-2.4	i	-9%
14	?	-1.3	i	-1%
15	3.7%	-0.5	i	-8%
16	-0.7%	0.8	i	6%
17	-0.2%	.	.	-9%
18	0.3%	-0.6	i	8%
19	1.4%	0.8	i	-2%
20	-0.8%	-1.5	i	-4%
21	0.0%	1.2	i	26%
22	-0.7%	-1.3	i	-1%
23	0.1%	-3.5	i	-7%
24	-2.2%	-1.1	i	-1%

Continued; the last 2 above are carried over.
No.	molecule	A549 viability	TGFb SMAD3 inh	HepG2 viability	Nrf2 block	Mm-Cpn inhibitor
23	C(#Cc1ccccc1)CN1CCCCC1	0%	-3%	8%	14%	-1%
24	C=CCSc1nc2c(N)ncnc2n1C1OC(CO)C(O)C1O (centres undefined)	.	2%	1%	.	.
25	O=C(O)CC/C(=N/NC(=O)c1ccc(-c2ccccc2)cc1)c1ccccc1	-2%	4%	-1%	-12%	1%
26	Cc1cc(=O)[nH]c2nnc(-c3ccc(Br)cc3)n12	-1%	4%	9%	?	2%
27	CC(=O)c1ccc(N2CCN(c3ncnc4c3c(-c3ccccc3)cn4-c3ccc(C)c(Cl)c3)CC2)cc1	-2%	0%	2%	.	.
28	Cn1nc(-c2ccc3c(c2)OCCO3)c2ccccc2c1=O	-7%	0%	-5%	?	2%
29	O=C(c1ccc(F)cc1)N1CCN(C(=O)c2cccnc2)CC1	2%	11%	8%	0%	0%
30	COc1ccc(C(=O)C(C)OC(=O)c2nc3nccc(C)n3n2)cc1 (centres undefined)	8%	0%	12%	-18%	-2%
31	O=C(Cn1cc(C(F)(F)F)ccc1=O)Nc1ccc2c(c1)OCO2	.	-1%	-2%	.	.
32	CCCS(=O)(=O)N1CCC(C(=O)NCCCN2CCCC2=O)CC1	-17%	12%	3%	-17%	0%

No.	Nrf2 ARE act	CCT modulator	pAkt inh	Abeta rescue
23	0.1%	-3.5	i	-7%
24	-2.2%	-1.1	i	-1%
25	0.2%	0.3	i	-27%
26	0.2%	-1.9	i	-3%
27	0.2%	.	.	-1%
28	4.4%	-0.3	i	-6%
29	-0.9%	1.4	i	15%
30	-1.6%	-0.3	i	-1%
31	-0.7%	-2.2	i	3%
32	-0.3%	-0.5	i	9%

Additional records.
No.	molecule	A549 viability	TGFb SMAD3 inh	HepG2 viability	Nrf2 block	Mm-Cpn inhibitor
33	CC(=O)OCc1cc(-c2nc3ccccc3[nH]c2=O)nn1-c1ccc(Cl)cc1	15%	-4%	-13%	-1%	0%
34	C[C@H](CO)N1C[C@H](C)[C@@H](CN(C)C(=O)Nc2cc(F)ccc2F)Oc2ncc(-c3cccc(F)c3)cc2C1=O	.	20%	18%	.	.
35	CC(C)CC1COC(=O)N1 (centres undefined)	1%	1%	-9%	7%	2%
36	CCOc1ccc(NC(=O)CS(=O)CC(=O)Nc2cccnc2)cc1 (centres undefined)	-10%	4%	-5%	-8%	1%
37	Cc1nc(-c2nc(C(=O)NNS(C)(=O)=O)cs2)cs1	-5%	3%	2%	3%	-21%
38	CCOC(=O)c1c(C)n(C)c2cc(-c3ccc(C)cc3)c(O)cc12	0%	1%	1%	26%	-2%
39	CC(C)=CC1C(C(=O)NCCc2ccccc2)C1(C)C (centres undefined)	-9%	2%	3%	0%	.
40	COc1ccc(-c2ccc3c(c2)c(Sc2ccccc2)c(-c2ccccc2)n3C)cn1	.	.	.	.	.
41	NC(=O)CCC(NC(=O)OCc1ccccc1)C(=O)OCC(=O)c1ccccc1 (centres undefined)	.	-17%	-25%	.	.
42	C=CCNC(=S)NCC=C	-5%	-2%	-12%	8%	-1%

No.	Nrf2 ARE act	CCT modulator	pAkt inh	Abeta rescue
33	3.1%	1.3	i	6%
34	0.7%	-5.7	i	6%
35	0.3%	-2.8	i	-15%
36	-0.5%	-3.2	i	-1%
37	-1.6%	-1.4	i	-13%
38	-0.7%	2.8	i	6%
39	-1.1%	-5.0	i	18%
40	0.6%	1.9	i	-10%
41	-0.6%	-3.3	i	-5%
42	0.3%	-2.2	i	6%
